# Bcl-2 Bim block: disrupts Bim peptide binding to human Bcl-2. P10415. Bead-based flow cytometry, Bim peptide-Bcl-2 binding. inhibition, % at 10 µM. actives 0.06% (n = 190,000). AID 950; in the data active = inhibition above about 40%; inconclusive = no clear call, values can overlap the other calls;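 also: 0% = no compound wells with probe peptide and 100% = reference peptide inhibitor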
# Bcl-W Bim block: inhibitors of Bim-Bcl-W interaction, human; Q92843; bead-based flow cytometry, Bim peptide-Bcl-W binding; inhibition, % at 10 µM; actives 0.02% (n = 190,000);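 also: 0% = bound tracer without compound and 100% = peptide blocker; higher means less fluorescent Bim peptide bound to Bcl-W beads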
# Target sequence (Q92843 whole entry, looked up): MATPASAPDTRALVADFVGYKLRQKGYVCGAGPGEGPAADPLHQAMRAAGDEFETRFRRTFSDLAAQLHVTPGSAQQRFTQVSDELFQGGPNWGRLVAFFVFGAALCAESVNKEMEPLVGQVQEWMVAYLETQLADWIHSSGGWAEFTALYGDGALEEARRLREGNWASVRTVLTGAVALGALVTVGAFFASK
# RGS4-Gao reg: modulates binding of RGS4 to human Galphao; P09471; Multiplexed bead flow cytometry; actives lie on both sides; binding response (% of control), % at 10 µM; actives 0.33% (n = 220,000); in the data active = binding response below about 49% or above about 150%; inactive = in between;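 also: fluorescent Galphao activated with aluminum fluoride binding bead-coupled RGS4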
# Target sequence (P09471 whole entry, looked up): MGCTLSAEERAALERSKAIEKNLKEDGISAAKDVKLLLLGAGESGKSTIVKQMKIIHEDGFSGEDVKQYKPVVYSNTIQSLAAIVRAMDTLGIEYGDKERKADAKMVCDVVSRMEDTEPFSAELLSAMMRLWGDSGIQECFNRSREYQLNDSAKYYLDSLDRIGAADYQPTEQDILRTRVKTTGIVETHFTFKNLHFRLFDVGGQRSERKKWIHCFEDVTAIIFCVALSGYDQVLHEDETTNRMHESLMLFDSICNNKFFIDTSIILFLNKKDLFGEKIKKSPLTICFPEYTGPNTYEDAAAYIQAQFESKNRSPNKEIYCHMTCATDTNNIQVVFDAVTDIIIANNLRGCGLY
# Bim-Bcl-B: inhibitors of Bim-Bcl-B interaction, human; Q9HD36; bead-based flow cytometry, Bim peptide-Bcl-B binding; inhibition, % at 10 µM; actives 0.073% (n = 190,000); AID 951;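 also: 0% = tracer peptide without compound and 100% = reference inhibitor peptide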
# Target sequence (Q9HD36 whole entry, looked up): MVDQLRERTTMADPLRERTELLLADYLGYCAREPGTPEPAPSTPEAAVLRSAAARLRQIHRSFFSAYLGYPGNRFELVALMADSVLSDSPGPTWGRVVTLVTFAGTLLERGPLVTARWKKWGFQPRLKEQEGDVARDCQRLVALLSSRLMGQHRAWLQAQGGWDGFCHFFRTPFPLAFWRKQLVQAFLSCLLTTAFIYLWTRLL
# Bim-Mcl-1: disrupts Bim peptide binding to human Mcl-1. Q07820. Bead-based flow cytometry, Bim peptide-Mcl-1 binding. inhibition, % at 10 µM. actives 0.1% (n = 190,000);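 also: 0% = no compound tracer wells and 100% = peptide blocker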
# RGS8-Gao reg: regulators of human RGS8-Galphao interaction; multiplexed bead flow cytometry, RGS8-Galphao binding; actives lie on both sides; AID 1423; actives 0.34% (n = 220,000); P09471; response (percent of control binding), % at 10 µM; in the data active = response below about 60% or above about 140%; inactive = in between;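 also: Galphao activated as the GDP aluminium fluoride complex binding bead-coupled RGS8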
# RGS7-Gao reg: human RGS7-Galphao interaction regulation; actives 0.35% (n = 220,000); AID 1439; binding response (% of control), % at 10 µM; P09471; Multiplexed bead flow cytometry, RGS7-Galphao binding; actives lie on both sides; in the data active = binding response below about 49% or above about 150%; inconclusive = no clear call, values can overlap the other calls; inactive = in between;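 also: fluorescent Galphao held in activated GDP-AlF4 state binding bead-coupled RGS7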
# ABCG2 inh: blocks JC-1 efflux by human ABCG2 transporter; AID 1325; actives 0.1% (n = 190,000); inhibition, % at 6.6 µM; IgMXP3 cells, flow cytometry; Q9UNQ0;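 active = inhibition above 80%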;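 also: 0% = DMSO and 100% = nicardipine control wells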
#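 Assay system – ABCG2 IgMXP3 and barcoded ABCB1 CCRF-Adr cell mix · Input – 3 million cells/mL in well · Reagent – JC-1 fluorescent substrate · Compound – single test compound dose, 6.6 µM final · Timing – 10 min exposure at 25 °C with rotation, no wash · Detection – flow cytometry of retained JC-1 fluorescence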
# ABCB1 block: human ABCB1 inhibition, ABCG2 as counter-screen. P08183. CCRF-Adr cells, JC-1 efflux, flow cytometry. inhibition, % at 6.6 µM. actives 0.067% (n = 190,000). AID 1326; in the data active = inhibition above about 40%;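 also: 0% = vehicle and 100% = reference inhibitor; higher value means more JC-1 retained so stronger ABCB1 efflux block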
# Bfl-1 Bim block: disrupts Bim binding to human Bfl-1 | Bead-based flow cytometry, Bim-Bfl-1 binding inhibition | inhibition, % at 10 µM | actives 0.12% (n = 190,000) | AID 1008;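 also: 0% = wells without compound plus tracer and 100% = blocker peptide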
# Bim-Bcl-XL: human Bim-Bcl-XL interaction inhibition; Q07817; Bim peptide-Bcl-XL binding, bead flow cytometry, fluorescence; inhibition, % at 10 µM; actives 0.04% (n = 190,000); AID 1007
# The depositor's hits bear a star; ? = inconclusive; / = no result given. Rule as the data show it, unless noted: active = inhibition above about 40%.
no.	smiles	Bim-Mcl-1	Bim-Bcl-XL	Bfl-1 Bim block	Bcl-2 Bim block	RGS8-Gao reg	Bim-Bcl-B	Bcl-W Bim block	RGS4-Gao reg	RGS7-Gao reg	ABCG2 inh	ABCB1 block
1	COc1cc(C2C(C(=O)N3CCOCC3)=C(C)NC3=C2C(=O)CCC3)ccc1OC(C)=O (stereo unspecified)	4	0	-10	1	99	-4	2	97	102	/	/
2	COc1ccc2c(c1)-c1c(sn(-c3ccc(OC)c(OC)c3)c1=S)C(C)(C)N2	0	0	6	1	102	-2	1	98	104	2	0.1
3	COc1ccc2c(c1OC)CN(C)CCc1cc3c(cc1C(O)C2)OCO3 (stereo unspecified)	-2	-2	-2	0	101	0	0	100	92	1	0.5
4	Cc1nc2sc(-c3ccccc3)cc2c(=O)[nH]1	-3	-5	-18	-5	104	-12	-1	98	101	26	-0.1
5	CC1CCCC(C)N1/N=C/c1ccc(N(C)C)cc1 (stereo unspecified)	0	-2	-3	-1	102	-1	0	102	101	-1	-0.2
6	CCCn1nnnc1-c1cccc(Cl)c1	0	-3	-8	-10	100	-4	2	101	98	5	0.3
7	Cc1c(NC(=S)N/N=C\c2ccccc2O)c(=O)n(-c2ccccc2)n1C	-7	-10	-4	-7	103	-10	-5	102	101	0	-0.2
8	COC(=O)C(NC(=O)CCc1c(C)nc2ncnn2c1C)C(C)C (stereo unspecified)	-1	-7	-19	-5	102	-5	-1	101	102	14	0.9
9	Cn1cccc1Cc1nnc(SCC(=O)Nc2cccc(Cl)c2)n1-c1ccc(F)cc1	-2	-9	-7	-5	99	-6	-4	99	99	12	1.5
10	Nc1c([N+](=O)[O-])c(=O)sc2ccccc12	-1	0	-2	-1	98	-1	1	98	99	16	1.5
11	Clc1ccc(Cc2ccc(Cl)nn2)c(Cl)c1	0	-4	-14	-9	102	-10	1	103	102	1	0.1
12	Cc1cccc(NC(=S)NNC(=O)c2ccc(Br)o2)c1	-8	-11	-12	-14	99	-28	-7	99	99	18	-0.1
13	COc1ccc2cc(C)c(SCC(=O)Nc3cc(C)on3)nc2c1	-4	-3	0	-2	97	-6	-8	97	97	0	0.6
14	COc1cc(C)nc(N2CCC(C(=O)NC3CCCCC3)CC2)n1	-2	-19	-20	-15	108	-13	-1	103	107	5	1.0
15	Cc1ccc2c(c1)nnn2C1CCN(S(=O)(=O)c2cccc(S(=O)(=O)N(C)C)c2)CC1	-1	-5	-1	4	101	-1	-1	103	100	3	1.5
16	Cc1cc(C)cc(N2CN=c3s/c(=C\c4ccco4)c(=O)n3C2)c1	-2	-1	2	0	95	-5	0	89	86	15	1.1
17	CCCOc1ccc(CN(CCO)CCO)cc1[N+](=O)[O-]	-4	-8	-13	-7	100	-10	-3	98	99	3	0.2
18	CCCCn1c(SCC(=O)N2CCCC2)nc2cc(S(N)(=O)=O)ccc21	-2	-3	-9	-4	101	-8	-3	95	96	5	0.0
19	CC(C)(C)n1nnnc1C(c1cccc(C#N)c1)N1CCCCCC1 (stereo unspecified)	1	-2	-8	-3	106	-9	0	102	101	2	0.2
20	Nc1nc2nc(-c3ccc(Cl)cc3)cc(C(F)(F)F)n2n1	3	-3	-10	0	104	-4	0	108	107	2	0.3
21	CC(=O)Oc1ccc2c(=O)c(N3C(=O)c4ccccc4C3=O)c(C)oc2c1C	-2	-4	-5	-3	104	-6	-3	103	100	2	0.5
22	C=CCn1c(SCc2cc(=O)n3cc(C)ccc3n2)nnc1-c1ccc(F)cc1	-18	-10	0	0	102	-1	-5	100	108	-4	0.3
23	CN(Cc1ccccc1)C(=O)COC(=O)C1CCN(S(=O)(=O)c2cccs2)CC1	1	-1	-4	-3	102	-7	0	100	?	1	0.7
24	COc1ccc(N2C(=O)CC(NC3CCCCNC3=O)C2=O)cc1 (stereo unspecified)	1	0	1	0	100	0	1	100	98	2	0.2
25	COC(=O)C1=C(N)Oc2cc(C)[nH]c(=O)c2C1c1cccnc1 (stereo unspecified)	-2	-3	-16	-12	103	-10	0	102	99	3	0.8
26	CCOC(=O)Cc1csc(NC(=S)NC(=O)c2cccc([N+](=O)[O-])c2)n1	-1	-6	-16	-3	99	-9	-5	99	99	1	0.3
27	Cc1nnsc1C(=O)Nc1cccc(Cl)c1C	2	-3	-1	0	98	-1	0	103	95	11	0.4
28	Clc1ccc(-n2cnnn2)cc1	0	-8	-6	-4	101	-6	3	98	102	0	0.1
29	COc1ccc(C2=Nc3nc(-c4ccccc4)cn3C(c3ccc(OC)cc3)C2)cc1 (stereo unspecified)	26	-1	-4	5	90	9	1	93	92	-6	-0.7
30	COc1ccc(C(=O)CCC(=O)N2CCN(c3ccc(N4CCOCC4)nn3)CC2)cc1	-4	0	-3	0	101	-2	-1	101	97	-5	-2.3
31	Cc1c(C(=O)NCCN2C(=O)S/C(=C\c3cccs3)C2=O)cccc1[N+](=O)[O-]	-3	-6	3	-2	103	-9	-3	98	97	-6	-0.5
32	CCC1(C)CC(c2csc(N)n2)CCO1 (stereo unspecified)	1	-3	0	1	101	-1	-1	95	95	1	0.4
33	COc1ccc(OC)c(NC(=O)c2ccc(NS(=O)(=O)c3c(C)noc3C)cc2)c1	-1	-1	-16	-10	98	-5	2	98	99	6	-0.3
34	COCc1c(C(=O)OCc2c(C)noc2C)oc2ccccc12	0	-3	-8	-3	94	-3	-2	92	89	16	0.3
35	O=C(C1CCCN(Cc2cccc(F)c2)C1)N1CCCCC1 (stereo unspecified)	2	-1	-1	1	100	1	-2	102	101	0	-0.1
36	O=C(NCc1ccccc1)c1sc(=S)n2c1[nH]c(=O)c1ccccc12	1	-1	11	6	88	6	5	93	91	-3	-1.4
37	O=C(CCCc1ccccc1)NC1CCSC1=O (stereo unspecified)	-2	-20	-12	-8	101	-11	-4	103	102	-3	-3.2
38	Nc1cc(=O)nc(SCC(=O)Nc2ccccc2)n1-c1ccccc1	-10	-12	-4	-6	96	-10	-6	93	95	-1	-0.7
39	O=C(CCCN1C(=O)S/C(=C\c2ccccc2)C1=O)NNC(=O)c1ccccc1O	2	-1	-4	0	100	-1	-3	96	96	0	-0.2
40	CC1=C(C(=O)OC(C)C)C(c2cccnc2)n2ncnc2N1 (stereo unspecified)	1	-4	-10	-5	98	-3	2	99	99	1	0.1

# In a second layout: entries from further up.
27. Cc1nnsc1C(=O)Nc1cccc(Cl)c1C
28. Clc1ccc(-n2cnnn2)cc1
29. COc1ccc(C2=Nc3nc(-c4ccccc4)cn3C(c3ccc(OC)cc3)C2)cc1 (stereo unspecified)
screen / no. | 27 | 28 | 29
Bim-Mcl-1 | 2 | 0 | 26
Bim-Bcl-XL | -3 | -8 | -1
Bfl-1 Bim block | -1 | -6 | -4
Bcl-2 Bim block | 0 | -4 | 5
RGS8-Gao reg | 98 | 101 | 90
Bim-Bcl-B | -1 | -6 | 9
Bcl-W Bim block | 0 | 3 | 1
RGS4-Gao reg | 103 | 98 | 93
RGS7-Gao reg | 95 | 102 | 92
ABCG2 inh | 11 | 0 | -6
ABCB1 block | 0.4 | 0.1 | -0.7

# Excerpt: compounds 28 to 30
no.	smiles	Bim-Mcl-1	Bim-Bcl-XL	Bfl-1 Bim block	Bcl-2 Bim block	RGS8-Gao reg	Bim-Bcl-B	Bcl-W Bim block	RGS4-Gao reg	RGS7-Gao reg	ABCG2 inh	ABCB1 block
28	Clc1ccc(-n2cnnn2)cc1	0	-8	-6	-4	101	-6	3	98	102	0	0.1
29	COc1ccc(C2=Nc3nc(-c4ccccc4)cn3C(c3ccc(OC)cc3)C2)cc1 (stereo unspecified)	26	-1	-4	5	90	9	1	93	92	-6	-0.7
30	COc1ccc(C(=O)CCC(=O)N2CCN(c3ccc(N4CCOCC4)nn3)CC2)cc1	-4	0	-3	0	101	-2	-1	101	97	-5	-2.3

# Reformatted with one line to a screen: entries from further up.
35: O=C(C1CCCN(Cc2cccc(F)c2)C1)N1CCCCC1 (stereo unspecified)
36: O=C(NCc1ccccc1)c1sc(=S)n2c1[nH]c(=O)c1ccccc12
37: O=C(CCCc1ccccc1)NC1CCSC1=O (stereo unspecified)
Screen / compound no.	35	36	37
Bim-Mcl-1	2	1	-2
Bim-Bcl-XL	-1	-1	-20
Bfl-1 Bim block	-1	11	-12
Bcl-2 Bim block	1	6	-8
RGS8-Gao reg	100	88	101
Bim-Bcl-B	1	6	-11
Bcl-W Bim block	-2	5	-4
RGS4-Gao reg	102	93	103
RGS7-Gao reg	101	91	102
ABCG2 inh	0	-3	-3
ABCB1 block	-0.1	-1.4	-3.2

# This is a random part of the collection. About 0.94% of those tested had a hit in this group.
